Assay outcomes deposited in PubChem by Sanford-Burnham Center for Chemical Genomics.
EBI2 block – EBI2 (human) antagonism; inhibition, % at 5 µM; EBI2 beta-arrestin recruitment, luminescence, 7a,25-OHC stimulated; 0.81% of 360,000 active; in the data active = inhibition above about 38%;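 also: enzyme fragment complementation signal reports receptor beta-arrestin coupling in cells; 0% = agonist plus DMSO wells and 100% = wells without agonist; some results beyond the cut were filed as inactive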
MPTP block – permeability transition pore inhibition; isolated mouse mitochondria, Ca2+ swelling absorbance, 30 min; inhibition, % at 10 µM; 1.4% of 360,000 active; AID 602449;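 active = inhibition of 50% or more, scaled per plate between neutral and stimulator controls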;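 also: 0% = DMSO wells given calcium and 100% = 1 mM EGTA wells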
GRIN3A LBD mod – NR3A (human) ligand-binding domain modulation; NR3A LBD differential scanning fluorimetry, Tm shift; 0% = protein alone, 100% = glycine-bound protein; Tm shift relative to glycine control, % at 25 µM; 2.5% of 340,000 active; AID 1259313;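 active = melting temperature shift of at least 10% of the positive control shift, at one fixed dose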
APOBEC3G inh – blocks human APOBEC3G single-stranded DNA deamination; recombinant A3G, ssDNA deamination FAM/TAMRA fluorescence; inhibition, % at 20 µM; 0.28% of 330,000 active; AID 493012;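 active = inhibition of at least 40% at 20 µM, with no more than 30% in the related APOBEC3A deaminase screen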;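 also: plate controls were DMSO wells with A3G for no effect and wells lacking A3G enzyme for full effect; some compounds called inactive have numbers as strong as hits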
APOBEC3A inh – human APOBEC3A DNA deaminase inhibition. P31941. recombinant A3A, FAM/TAMRA ssDNA deamination fluorescence. inhibition, % at 20 µM. 0.41% of 330,000 active. AID 493011;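 active = at least 40% inhibition at 20 µM here, with at most 30% in a related deaminase screen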;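 also: plate controls were A3A with DMSO for no effect and wells lacking A3A enzyme for full effect; some results filed as inactive read as strong as hits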
Target sequence (P31941 whole entry, looked up): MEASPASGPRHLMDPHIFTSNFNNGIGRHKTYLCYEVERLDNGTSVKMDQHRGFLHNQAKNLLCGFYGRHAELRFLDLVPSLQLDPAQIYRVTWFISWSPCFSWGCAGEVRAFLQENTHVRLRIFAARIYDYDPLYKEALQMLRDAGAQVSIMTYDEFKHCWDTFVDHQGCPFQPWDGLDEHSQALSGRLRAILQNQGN
CXCR6 block – CXCR6 (human) receptor inhibition; O00574; CHO-K1 PathHunter CXCR6 beta-arrestin, luminescence; inhibition, % at 20 µM; 0.36% of 360,000 active; in the data active = inhibition above about 34%, passing the limit was not always enough;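 also: antagonist mode with CXCL16 agonist at 10 nM final; 0% = 10 nM CXCL16 with DMSO and 100% = unstimulated wells without agonist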
Target sequence (O00574 whole entry, looked up): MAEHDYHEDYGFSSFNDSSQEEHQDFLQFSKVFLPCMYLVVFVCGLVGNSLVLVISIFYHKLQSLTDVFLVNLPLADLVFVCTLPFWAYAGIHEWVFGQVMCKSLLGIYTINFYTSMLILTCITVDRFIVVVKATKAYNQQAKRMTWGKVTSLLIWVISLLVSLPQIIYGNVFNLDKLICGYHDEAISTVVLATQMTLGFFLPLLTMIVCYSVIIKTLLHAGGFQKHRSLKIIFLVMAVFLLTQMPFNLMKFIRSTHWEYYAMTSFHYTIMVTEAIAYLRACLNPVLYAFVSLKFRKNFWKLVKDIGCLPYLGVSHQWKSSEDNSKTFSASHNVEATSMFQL
CCR6 antag – blocks CCL20-driven beta-arrestin recruitment at human CCR6 | CHO-K1 CCR6 PathHunter beta-arrestin, luminescence, CCL20-stimulated | inhibition, % at 20 µM | 0.49% of 340,000 active | AID 493098;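 active = compounds whose inhibition of the agonist-driven luminescence signal at 20 µM reaches about 50%, limit read from the data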;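 also: cells stimulated with CCL20 at 14 nM final; plate controls were DMSO with CCL20 for no effect and DMSO without agonist for full effect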
Target sequence (P51684 whole entry, looked up): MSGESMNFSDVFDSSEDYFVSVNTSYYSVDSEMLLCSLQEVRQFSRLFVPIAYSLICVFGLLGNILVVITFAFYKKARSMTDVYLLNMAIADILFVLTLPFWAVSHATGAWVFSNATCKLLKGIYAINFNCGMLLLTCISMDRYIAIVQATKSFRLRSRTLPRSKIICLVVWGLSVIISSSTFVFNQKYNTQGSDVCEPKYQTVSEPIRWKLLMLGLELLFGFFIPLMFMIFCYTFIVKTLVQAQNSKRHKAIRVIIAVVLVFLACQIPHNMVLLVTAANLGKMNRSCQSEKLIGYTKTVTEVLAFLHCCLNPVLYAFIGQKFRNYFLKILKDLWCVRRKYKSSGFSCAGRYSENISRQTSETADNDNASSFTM
Gli-Sufu antag – blocks Gli-Sufu signaling in a luciferase reporter | Sufu-KO-LIGHT fibroblasts, Gli luciferase reporter luminescence | inhibition, % at 5 µM | AID 588413 | 0.74% of 340,000 active;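 active = inhibition above about 55%, limit read from the data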;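 also: 0% = DMSO-treated cells and 100% = wells with medium but no cells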
Numbers without * were called inactive; . = not tested or not shown.

SMILES | EBI2 block | MPTP block | GRIN3A LBD mod | APOBEC3G inh | APOBEC3A inh | CXCR6 block | CCR6 antag | Gli-Sufu antag
Cc1ccc(CN2CCN(Cc3ccc(-n4cccn4)cc3)CC2CCO)cc1 (centres undefined) | -3.4 | 0.1 | -2.8 | -2.9 | 1.0 | -6.6 | -15.8 | 26.2
Cc1ccc(C)c(OCC(=O)Nc2ccccc2C(=O)N2CCOCC2)c1 | -0.5 | 0.0 | 1.1 | -5.6 | 1.3 | 2.5 | 11.1 | 18.9
CC(NC(=O)CN(C)S(=O)(=O)c1ccc2c(c1)c(=O)n(C)c(=O)n2C)c1ccccc1 (centres undefined) | 5.6 | 0.3 | 0.2 | -4.9 | -2.0 | -5.6 | 7.3 | -5.7
CCN(CC)S(=O)(=O)c1ccc(N2CCN(c3cccc(OC)c3)CC2)c([N+](=O)[O-])c1 | -1.7 | 4.9 | 2.1 | -4.4 | 2.2 | 8.6 | 25.7 | 19.9
Cc1ccc(CNC(=O)CN2C(=O)NC(C)(c3ccc(Cl)cc3)C2=O)cc1 (centres undefined) | -10.6 | 1.4 | 0.4 | -4.3 | -5.5 | -2.5 | 8.4 | -19.0
CCOC(=O)CCc1c(C)c2ccc(OCc3cc([N+](=O)[O-])ccc3OC)cc2oc1=O | 12.4 | 0.7 | -1.9 | -4.7 | -0.2 | 16.7 | 20.0 | -16.9
CCN(Cc1cccs1)C(=O)CN1CCN(S(=O)(=O)c2ccc3c(c2)OCCCO3)CC1 | -9.2 | 1.5 | -0.3 | -3.2 | 26.2 | -0.4 | 18.4 | -2.1
CCN(CC)S(=O)(=O)c1ccc(N/N=C/c2ccc(O)cc2)nc1 | -1.1 | 0.7 | -11.8 | -0.9 | -2.2 | 1.2 | 0.0 | 34.5
COc1cc(CN2CCC(Cc3ccccc3)CC2)c([N+](=O)[O-])cc1OC | 6.0 | 0.4 | -0.5 | -6.8 | -4.6 | -14.8 | 9.2 | -14.7
Cc1c(NS(=O)(=O)c2cc(C(=O)N(C)Cc3ccccc3)ccc2Cl)c(=O)n(-c2ccccc2)n1C | 9.0 | 1.0 | 0.4 | -7.6 | -3.3 | -4.4 | 4.7 | -0.3
COc1ccc(CNC(=O)CN(c2ccc(C(C)=O)cc2)S(=O)(=O)c2ccc(C)cc2)cc1OC | 4.6 | -0.9 | 0.4 | -4.0 | -3.2 | 4.0 | 0.0 | -0.9
COC(=O)c1ccc(N(C(=O)CNC(=O)c2ccco2)C(C(=O)NC2CCCC2)c2ccco2)cc1 (centres undefined) | 3.7 | 3.0 | 3.9 | 0.2 | 0.5 | 6.8 | 1.2 | -13.0
O=C(O)C1CCCCC1C(=O)Nc1ccc(-c2ccccc2)cc1 (centres undefined) | 1.8 | -0.5 | -1.1 | -8.1 | -2.1 | 2.6 | 0.1 | 2.1
CCOc1ccc(-c2nnc(N3CCCCC3)c3ccccc23)cc1 | 3.8 | 8.2 | -1.2 | -4.3 | 2.3 | 10.2 | 13.1 | 21.7
CCOc1c(C)cnc2c1c(=O)n(CC(=O)NCC1CCCO1)c(=O)n2C (centres undefined) | -1.8 | -0.9 | 0.8 | -9.1 | -0.3 | -14.0 | 7.7 | -4.7
Cc1nc2ccccc2c(=O)n1NC(=O)C1CC1C (centres undefined) | -13.2 | -0.6 | -0.7 | 1.7 | 5.4 | -2.4 | -10.2 | -3.1
O=C(Cc1c(F)cccc1Cl)Nc1ccccc1N1CCCCC1 | 22.1 | -2.3 | 0.5 | -7.3 | 2.9 | -13.0 | 31.4 | 9.3
COc1ccccc1-c1oc2ccccc2c1C#CC1(N)CCCCC1 | -11.7 | 0.4 | -9.9 | 0.5 | 9.3 | 2.3 | 9.9 | -1.2
CC(=O)Oc1ccc2c(=O)oc(-c3ccccc3)nc2c1 | 1.1 | 0.9 | 1.4 | -0.6 | -1.7 | -15.2 | 6.1 | 5.2
COc1ccccc1N=C(C)C1=C(O)CSC1=O | -13.9 | 0.2 | 0.5 | 0.0 | 0.0 | 3.4 | 0.7 | 2.1
CC1CCCC(NC(=O)CN2C(=O)COc3ccccc32)C1C (centres undefined) | 1.1 | 0.7 | 1.7 | -0.4 | 1.4 | 8.1 | 13.4 | -0.4
O=[N+]([O-])c1ccc(Oc2ccc(S(=O)(=O)N3CCOCC3)cc2)cc1 | 1.0 | -0.2 | 0.8 | 5.0 | 0.6 | -0.7 | 14.3 | .
CC(=O)Nc1ccccc1C(=O)C(=O)Nc1ccc(C)c(F)c1 | -3.8 | 7.1 | 3.9 | -6.7 | 5.0 | 14.6 | 7.4 | -77.5
COc1cccc(NC(=O)c2ccccc2N(Cc2ccccc2)S(C)(=O)=O)c1 | 10.4 | 0.0 | -1.3 | -3.8 | -4.9 | 1.3 | 7.8 | -1.3
CC1(C)CC2(CC(c3ccccc3)Oc3cc(O)ccc32)NC(=S)N1 (centres undefined) | -4.0 | -1.3 | 1.1 | -10.7 | -0.9 | -7.3 | 11.1 | 6.7
Cc1ccc(S(=O)(=O)N2CCCC2CO)cc1 (centres undefined) | -9.6 | 0.3 | 1.4 | -7.1 | -3.4 | 6.1 | -9.0 | -3.8
COc1cc(NC(=S)NC(C)=O)ccc1NC(=O)C(C)C | 8.1 | -1.2 | 11.2* | -8.4 | -7.5 | -1.8 | 0.2 | -13.3
Cc1cc(C)nc(NC(N)=S)n1 | -6.8 | -0.7 | 0.3 | -6.6 | -0.3 | 4.5 | 13.3 | 4.3
COc1ccc(/C=C/c2c(-c3ccc(OC)cc3)oc3ccccc23)cc1 | 1.1 | 3.2 | 0.9 | 4.6 | 0.0 | 2.2 | 6.8 | 9.7
CN(C)S(=O)(=O)c1ccc2nc(NC(=O)c3cccnc3)sc2c1 | -0.9 | 0.6 | -2.8 | -6.2 | -4.0 | 0.4 | -2.5 | -50.5
CCCN(CCC)S(=O)(=O)c1ccc(NS(C)(=O)=O)cc1 | 2.7 | -0.6 | 3.9 | -3.2 | -2.3 | -14.3 | -15.6 | -16.9
CN=c1scc(C)n1/N=C/c1cc(Br)c(O)c(OC)c1 | -2.7 | -0.9 | 3.8 | -15.7 | -0.5 | 10.7 | 8.1 | 2.2
CC(NC(=O)Cc1cccs1)c1ccccc1 (centres undefined) | -2.4 | 2.3 | 0.6 | -3.9 | -0.3 | -3.2 | 6.5 | -6.0
Cc1ccc(C)c(CSc2nnc(C)c(=O)[nH]2)c1 | -9.5 | 0.9 | -4.0 | -1.8 | 0.6 | -15.7 | 5.1 | -8.6
CCc1ccc2[nH]c(=O)c(CN(CCN(CC)CC)C(=S)NCc3ccco3)cc2c1 | -3.7 | -1.4 | -1.9 | -6.1 | 1.2 | 12.2 | 20.5 | 21.4
Cc1nn(Cc2ccccc2Cl)c2sc(C(=O)Nc3nccs3)cc12 | 6.1 | 0.0 | -12.0 | -6.8 | 0.4 | -3.0 | 13.5 | 0.1
COC(=O)c1cc(-c2cccc(OC)c2)n[nH]1 | -8.0 | -3.4 | -1.8 | -3.6 | 2.9 | -9.7 | 3.7 | -41.0
CC(Sc1nnc(COc2ccc([N+](=O)[O-])cc2)n1C)C(=O)O (centres undefined) | -10.7 | -0.8 | 0.8 | -4.3 | -1.9 | -0.8 | 3.8 | 1.3
CCOc1ccc(N(CC(=O)NCC2CCCO2)S(=O)(=O)c2ccc(OC)c(OC)c2)cc1 (centres undefined) | -2.7 | 0.0 | -1.8 | -5.8 | -0.3 | -5.1 | -7.3 | -13.6
CCCCC(=O)Nc1ccc(C(=O)NNC(=O)c2cccs2)cc1 | -5.8 | 8.4 | 1.9 | -6.5 | -2.3 | -3.4 | -20.5 | -0.5
COCCNS(=O)(=O)c1cc2[nH]c3c(c2cc1C)C(=O)CC(C)(C)C3 | 1.9 | -0.8 | -1.0 | -4.7 | 3.7 | 4.5 | 4.9 | -4.3
CC12CCC(C(=O)C1)C1(C)CCCC(=O)C21 (centres undefined) | -5.3 | -0.1 | -0.2 | . | . | 2.4 | 14.7 | 16.2
O=C(C1CC(=O)N(c2ccc3c(c2)OCCO3)C1)N1CCN(S(=O)(=O)c2ccc(F)cc2)CC1 (centres undefined) | -0.4 | 0.0 | 1.8 | . | . | -13.3 | 7.8 | -7.5
COc1cccc(CC(=O)Nc2ccc(F)c(S(=O)(=O)N3CCOCC3)c2)c1 | -4.1 | 0.4 | 0.1 | . | . | -2.6 | 15.4 | 0.3
Cc1ccccc1NC(=O)CN1C(=O)CSc2ccc(S(=O)(=O)N3CCCCC3)cc21 | 3.7 | 0.1 | 0.0 | -6.6 | -4.9 | 9.9 | 0.6 | -11.0

Reformatted: entries from further up
mol: CN=c1scc(C)n1/N=C/c1cc(Br)c(O)c(OC)c1
  EBI2 block: -2.7 | MPTP block: -0.9 | GRIN3A LBD mod: 3.8 | APOBEC3G inh: -15.7 | APOBEC3A inh: -0.5 | CXCR6 block: 10.7 | CCR6 antag: 8.1 | Gli-Sufu antag: 2.2

mol: O=C(C1CC(=O)N(c2ccc3c(c2)OCCO3)C1)N1CCN(S(=O)(=O)c2ccc(F)cc2)CC1 (centres undefined)
  EBI2 block: -0.4 | MPTP block: 0.0 | GRIN3A LBD mod: 1.8 | APOBEC3G inh: . | APOBEC3A inh: . | CXCR6 block: -13.3 | CCR6 antag: 7.8 | Gli-Sufu antag: -7.5

(more compounds)
SMILES | EBI2 block | MPTP block | GRIN3A LBD mod | APOBEC3G inh | APOBEC3A inh | CXCR6 block | CCR6 antag | Gli-Sufu antag
Cc1c(NCc2cc(Cl)ccc2O)c(=O)n(-c2ccccc2)n1C | -2.2 | -2.0 | 0.8 | -7.1 | -3.0 | 2.1 | 14.7 | 5.2
O=C1NC2(CCCCC2)NN1c1ccccc1 | 2.7 | -2.2 | 2.3 | -3.3 | 1.7 | -1.5 | -3.4 | 1.4
Cc1ccc(S(=O)(=O)N2[C@@H](c3ccc4c(c3)OCO4)C(C(=O)O)=C[C@H]2CC2CCCC2)cc1 | -4.1 | 0.7 | 0.9 | -4.5 | -1.9 | 6.4 | -2.7 | -24.4
CN(C)CCCn1c(SCC(=O)Nc2sc3c(c2C#N)CCCC3)nnc1-c1ccncc1 | -14.4 | -0.4 | -3.1 | -8.4 | -2.1 | 5.6 | 7.5 | 2.5
C/C(=N/OCC(=O)Nc1ccc(C)cc1C)c1cccs1 | -2.9 | -2.8 | 1.0 | 1.2 | -0.1 | -5.1 | -13.5 | -1.0
CC(=O)Nc1ccc(NC(=O)C(C)OC(=O)c2ccc3c(c2)OCCO3)cc1 (centres undefined) | -1.0 | -1.1 | 0.3 | -4.1 | 0.8 | -6.6 | 4.7 | -1.1
CC(=O)CCc1c(C)[nH]c2ccc(NC(C)=O)cc2c1=O | 0.4 | -0.9 | -0.6 | -4.9 | -4.2 | -4.4 | -8.1 | -1.4
CCOC(=O)C1C(C)N=C2SCC(=O)N2C1c1cccc(Br)c1 (centres undefined) | 38.0* | 1.1 | 0.7 | -0.5 | -0.6 | -2.2 | 22.7 | 28.4
COc1ccc(S(=O)(=O)N2CCc3ccccc32)cc1C(=O)NCc1ccco1 | 5.3 | -1.4 | -1.4 | -5.8 | -3.6 | 10.1 | 24.9 | 0.2
CSc1cc(/C=N/O)c(SC)s1 | -13.8 | 0.0 | -1.3 | -8.8 | -1.3 | -2.5 | -2.1 | 1.6
COc1ccc2[nH]c(=O)c(-c3nnn(-c4ccc(Cl)nc4)n3)cc2c1 | -5.3 | 1.3 | -1.4 | -5.1 | 2.4 | 5.9 | 14.2 | -5.7
O=C(COc1ccc(Cl)cc1)Nc1ccc(C(=O)O)cc1NC(=O)COc1ccc(Cl)cc1 | -2.0 | 1.6 | 10.2* | -4.3 | -5.9 | 11.0 | 10.7 | 2.9
CC1CCCN(C(=O)COC(=O)Cc2c[nH]c3ccccc23)C1 (centres undefined) | -1.1 | 0.4 | 0.9 | -0.9 | -1.8 | -2.3 | 8.0 | -14.7
CCc1cccc(C)c1NC(=O)C1=C(C(=O)O)CCCC1 | -11.1 | -1.6 | -0.2 | -2.5 | 0.7 | -4.0 | 5.5 | 1.5
